Screening results: PubChem, NMMLSC
Bim-Bcl-XL = disrupts Bim peptide binding to human Bcl-XL; bead flow cytometry, fluorescence; inhibition, % at 10 µM; actives 0.04% (n = 190,000)
Target sequence (Q07817 whole entry, looked up): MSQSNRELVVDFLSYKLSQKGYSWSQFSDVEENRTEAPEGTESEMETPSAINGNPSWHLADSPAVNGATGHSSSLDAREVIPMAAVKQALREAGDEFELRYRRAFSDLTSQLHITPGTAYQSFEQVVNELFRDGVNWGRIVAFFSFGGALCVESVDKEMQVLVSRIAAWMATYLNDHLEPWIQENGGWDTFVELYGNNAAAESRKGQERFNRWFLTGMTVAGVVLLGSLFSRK
Bim-Bfl-1 = human Bim-Bfl-1 interaction inhibition; actives 0.12% (n = 190,000); inhibition, % at 10 µM; Bead-based flow cytometry, Bim-Bfl-1 binding inhibition; Q16548; AID 1008;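 note: 0% = wells without compound plus tracer and 100% = blocker peptide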
Avidin bead fluor = avidin bead compound fluorescence profile | Avidin beads, compound fluorescence 488/530 nm, flow cytometry; active compounds read high | fluorescence (KMESF) at 10 µM | actives 0.38% (n = 220,000); in the data active = fluorescence above about 47; note: inactives centre near 10
Bim-Bcl-B = inhibitors of Bim-Bcl-B interaction, human; Q9HD36; bead-based flow cytometry, Bim peptide-Bcl-B binding; inhibition, % at 10 µM; actives 0.073% (n = 190,000); AID 951;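 note: 0% = tracer peptide without compound and 100% = reference inhibitor peptide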
Target sequence (Q9HD36 whole entry, looked up): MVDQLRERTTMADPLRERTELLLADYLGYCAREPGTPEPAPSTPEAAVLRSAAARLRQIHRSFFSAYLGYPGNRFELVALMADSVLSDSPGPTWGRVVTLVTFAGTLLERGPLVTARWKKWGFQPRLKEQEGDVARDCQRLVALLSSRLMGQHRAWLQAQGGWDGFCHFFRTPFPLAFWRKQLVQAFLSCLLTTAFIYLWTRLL
Bcl-2 Bim block = human Bim-Bcl-2 interaction inhibition | Bead-based flow cytometry, Bim peptide-Bcl-2 binding | inhibition, % at 10 µM | actives 0.06% (n = 190,000); in the data active = inhibition above about 40%; inconclusive = no clear call, values can overlap the other calls;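 note: 0% = no compound wells with probe peptide and 100% = reference peptide inhibitor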
Target sequence (P10415 whole entry, looked up): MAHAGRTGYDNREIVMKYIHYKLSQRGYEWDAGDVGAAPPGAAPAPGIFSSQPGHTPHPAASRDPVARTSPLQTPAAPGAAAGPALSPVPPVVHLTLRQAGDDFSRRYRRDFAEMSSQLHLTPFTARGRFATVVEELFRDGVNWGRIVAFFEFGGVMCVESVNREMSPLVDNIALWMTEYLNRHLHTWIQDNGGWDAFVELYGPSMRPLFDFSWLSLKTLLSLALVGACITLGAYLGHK
ABCG2 inh = inhibitors of human ABCG2 transporter, ABCB1 counter-screen; actives 0.1% (n = 190,000); IgMXP3 cells, JC-1 efflux, flow cytometry; inhibition, % at 6.6 µM; Q9UNQ0;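 active = inhibition above 80%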;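 note: 0% = DMSO and 100% = nicardipine control wells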
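System: two drug-resistant human cell lines, ABCG2 and ABCB1; controls: nicardipine high and DMSO low controls; times: 10 min exposure at 25 °C with rotation, no wash; detection: flow cytometry of retained JC-1 fluorescence; read-out basis: percent efflux inhibition, scaled nicardipine 100% to DMSO 0%; doses: one concentration, 6.6 µM final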
GSH bead fluor = GSH bead compound fluorescence profile; GSH beads flow cytometry, compound fluorescence 488/530 nm; active compounds read high; fluorescence (KMESF) at 10 µM; actives 0.25% (n = 190,000); AID 1776; in the data active = fluorescence above about 89;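 note: glutathione beads carrying GST-tagged Bcl family fusion proteins plus one bare bead set; values are compound well signal with DMSO vehicle wells as background; inactives centre near 16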
RGS4-Gao reg = human RGS4-Galphao interaction regulation | P09471 | Multiplexed bead flow cytometry, RGS4-Galphao binding; actives lie on both sides | binding response (% of control), % at 10 µM | actives 0.33% (n = 220,000) | AID 1415; in the data active = binding response below about 49% or above about 150%; inactive = in between;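 note: fluorescent Galphao activated with aluminum fluoride binding bead-coupled RGS4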
RGS7-Gao reg = regulators of human RGS7-Galphao interaction | Multiplexed bead flow cytometry, RGS7-Galphao binding; actives lie on both sides | binding response (% of control), % at 10 µM | actives 0.35% (n = 220,000); in the data active = binding response below about 49% or above about 150%; inconclusive = no clear call, values can overlap the other calls; inactive = in between;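 note: fluorescent Galphao held in activated GDP-AlF4 state binding bead-coupled RGS7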
Bcl-W Bim block = inhibitors of Bim-Bcl-W interaction, human; actives 0.02% (n = 190,000); AID 952; bead-based flow cytometry, Bim peptide-Bcl-W binding; Q92843; inhibition, % at 10 µM;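 note: 0% = bound tracer without compound and 100% = peptide blocker; higher means less fluorescent Bim peptide bound to Bcl-W beads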
Target sequence (Q92843 whole entry, looked up): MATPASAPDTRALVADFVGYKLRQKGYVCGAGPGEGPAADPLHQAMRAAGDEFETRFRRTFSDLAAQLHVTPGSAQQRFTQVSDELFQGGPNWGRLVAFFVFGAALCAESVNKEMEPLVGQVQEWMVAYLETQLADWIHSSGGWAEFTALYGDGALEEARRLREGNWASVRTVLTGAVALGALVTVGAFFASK
ABCB1 inh = inhibitors of human ABCB1 transporter, ABCG2 counter-screen | inhibition, % at 6.6 µM | actives 0.067% (n = 190,000) | AID 1326 | CCRF-Adr cells, JC-1 efflux, flow cytometry; in the data active = inhibition above about 40%;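 note: 0% = vehicle and 100% = reference inhibitor; higher value means more JC-1 retained so stronger ABCB1 efflux block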
Numbers without * were called inactive; ? = inconclusive; · = no result given. Cut-off read from the data, not from the text of the source, unless noted: active = inhibition above about 40%.

SMILES	Bim-Bcl-XL	Bim-Bfl-1	Avidin bead fluor	Bim-Bcl-B	Bcl-2 Bim block	ABCG2 inh	GSH bead fluor	RGS4-Gao reg	RGS7-Gao reg	Bcl-W Bim block	ABCB1 inh
CC(=O)Nc1ccc(N(C(=O)c2ccco2)C(C(=O)NC2CCCC2)c2ccc(N3CCOCC3)cc2)cc1 (stereo unspecified)	-1	4	5	0	1	0	23	103	105	-5	0.2
COc1ccc(NC(=O)C(c2ccc(OC)cc2)N(Cc2ccco2)C(=O)CC2NC(=O)NC2=O)cc1 (stereo unspecified)	-3	-6	9	0	-1	6	20	102	100	0	0.1
O=C(COc1ccc2ccccc2c1)NNC(=O)Cc1cccc2ccccc12	-1	0	16	-3	-2	2	11	108	108	1	0.6
COc1ccc2c(C)cc(=S)[nH]c2c1	-7	-3	10	-22	-9	5	13	100	?	-2	0.1
CCOC(=O)C1=C(c2ccccc2)N=C2SCC(=O)N2C1c1ccc(OCC)c(OCC)c1 (stereo unspecified)	-5	-16	8	-12	-10	1	6	100	99	-3	1.6
Cc1ccccc1C(=O)c1c[nH]c(C(=O)N2CCN(c3ccccc3F)CC2)c1	-1	-8	26	-7	-5	5	11	102	99	-2	1.3
O=C(N/N=C/c1ccc(OC(=O)c2ccccc2)cc1)c1ccc(CN2CCOCC2)cc1	-3	0	24	-4	-3	-1	16	99	101	-6	0.0
CCCCc1ccc(-c2ccc(Br)cc2O)nc1	4	-10	13	-8	-7	14	37	96	95	1	0.2
O=C(COc1ccccc1F)c1ccc(O)cc1O	-5	-12	8	-2	-4	2	5	97	97	5	0.2
CS(=O)(=O)N(CC(=O)N1CCN(c2ccccc2F)CC1)c1cccc(C(F)(F)F)c1	-3	-13	13	-3	-11	12	35	102	104	0	-0.3
CCOc1ccc(OCC)c(NC(=O)C2CCN(S(=O)(=O)c3c(C)noc3C)CC2)c1	-3	-9	7	-5	-8	4	41	100	97	4	1.1
Cc1cc(C)cc(-n2cccc2/C=C2/C(=N)N3C(=NC2=O)SN=C3S(C)(=O)=O)c1	0	-4	10	0	2	-6	12	100	102	1	-0.9
N/C(=N\OC(=O)CCCc1ccccc1)c1cccc([N+](=O)[O-])c1	-1	0	2	-5	-3	0	13	91	95	-4	·
Cn1nnnc1SCC(=O)NCc1ccccc1	-8	5	26	-9	-3	0	11	101	99	-2	0.5
CN(C)c1ccc(N2C(=O)CC(Sc3ccccc3C(=O)O)C2=O)cc1 (stereo unspecified)	-4	3	5	-1	2	1	14	99	99	-2	0.2
COc1ccc(CCNC(=O)C(C(=O)c2ccccc2)n2ccccc2=O)cc1OC (stereo unspecified)	-8	-6	12	-3	-4	0	11	99	102	-3	0.0
O=S(=O)(N/N=C/c1c(F)cccc1Cl)c1ccccc1	0	0	33	0	0	-1	13	99	97	0	-0.2
CCc1ccccc1NC(=S)N(CCN(C)C)C(C)c1ccco1 (stereo unspecified)	0	5	8	3	0	5	13	103	100	-3	-1.7
Cc1noc(/C=C/N(C)C)c1S(=O)(=O)N1CCCC(C(=O)NCc2ccc(F)cc2)C1 (stereo unspecified)	0	-3	3	-2	-5	0	24	89	87	2	0.5
CC1CC(CC(C)C(=O)NC(=S)Nc2ccc(S(N)(=O)=O)cc2)C(=O)O1 (stereo unspecified)	-5	-6	21	-10	-3	-1	10	100	101	-3	-0.1
COc1cc(C(=S)N2CCC(C)CC2)ccc1O	-5	-6	6	-4	0	1	5	101	110	3	0.1
CCCn1c(SCC(=O)Nc2nnc(C(C)C)s2)nc2c1c(=O)n(C)c(=O)n2C	0	-1	7	-2	0	1	69	98	97	0	0.3
CCN1CCN(C(=S)NC(C)c2ccccc2)CC1 (stereo unspecified)	0	0	2	-2	4	1	6	100	97	-1	0.1
CC(=O)N1CCc2cc(S(=O)(=O)NCCC(=O)N3CCN(c4ccccn4)CC3)ccc21	-10	-22	12	-10	-10	12	25	98	99	-6	1.1
COc1ccc(-c2cc(C3CCN(Cc4ccc([N+](=O)[O-])cc4)CC3)[nH]n2)cc1	-5	-5	9	-9	-4	1	15	99	103	-3	1.0
COCC(C)n1c(SCC(=O)NNC(=O)c2ccc(F)cc2)nc2ccccc2c1=O (stereo unspecified)	-8	-12	15	-9	-8	0	20	97	96	-3	-0.1
C=CCn1c(CCC(O)CCCCC)n[nH]c1=S (stereo unspecified)	0	1	13	0	0	0	21	101	104	-2	-0.1
CCOC(=O)/C(=C/c1c(C)n(C)c2ccc([N+](=O)[O-])cc12)C(C)=O	-6	1	4	-9	0	2	9	97	94	-1	0.7
O=C(NCCc1ccccc1)NC1CCCCC1	-5	-8	17	-10	-10	5	23	102	109	0	1.1
CCOC(=O)c1cnc2ccc(C(=O)OC)cc2c1NCCN1CCOCC1	-6	-11	8	-6	-10	6	17	105	102	1	1.6

Compounds from the list above containing a furan ring, fused or not, in the order listed:
SMILES	Bim-Bcl-XL	Bim-Bfl-1	Avidin bead fluor	Bim-Bcl-B	Bcl-2 Bim block	ABCG2 inh	GSH bead fluor	RGS4-Gao reg	RGS7-Gao reg	Bcl-W Bim block	ABCB1 inh
CC(=O)Nc1ccc(N(C(=O)c2ccco2)C(C(=O)NC2CCCC2)c2ccc(N3CCOCC3)cc2)cc1 (stereo unspecified)	-1	4	5	0	1	0	23	103	105	-5	0.2
COc1ccc(NC(=O)C(c2ccc(OC)cc2)N(Cc2ccco2)C(=O)CC2NC(=O)NC2=O)cc1 (stereo unspecified)	-3	-6	9	0	-1	6	20	102	100	0	0.1
CCc1ccccc1NC(=S)N(CCN(C)C)C(C)c1ccco1 (stereo unspecified)	0	5	8	3	0	5	13	103	100	-3	-1.7

Going on with the list.
SMILES	Bim-Bcl-XL	Bim-Bfl-1	Avidin bead fluor	Bim-Bcl-B	Bcl-2 Bim block	ABCG2 inh	GSH bead fluor	RGS4-Gao reg	RGS7-Gao reg	Bcl-W Bim block	ABCB1 inh
O=C(Nc1ccc(S(=O)(=O)Nc2ncccn2)cc1)c1ccc(Br)s1	-4	-9	9	-8	-8	0	12	104	100	-6	-0.2
COc1ccccc1NC(=O)N1CCCC1C(=O)NC12CC3CC(CC(C3)C1)C2 (stereo unspecified)	-51	-11	8	-5	-4	2	280*	101	105	0	0.8
CC(=O)Nc1ccc(N2N=C(C)C(N=Nc3ccccc3)C2=O)cc1 (stereo unspecified)	-5	-3	11	-5	-5	5	20	101	99	-4	-1.9
COc1cc(CNCCN2CCOCC2)ccc1OCc1ccccc1Cl	0	-2	39	0	1	2	17	104	104	0	1.2
COC(=O)/C(=C1/Oc2cc3c(cc2S1)OCO3)C(F)(F)F	0	-7	9	-4	0	1	8	81	82	0	0.0
Cc1cc(C)n(-c2ncnc3ccccc23)n1	0	-2	10	-1	0	10	10	103	102	-1	1.5
CCN(C(=O)CSc1nnc(Cc2ccccc2F)n1N)C1CCS(=O)(=O)C1 (stereo unspecified)	-2	-1	9	-5	-1	5	11	99	97	-4	1.8
C=CCNCCCCOc1ccccc1	-8	-17	13	-9	-8	1	21	102	96	-6	0.0
CCOc1cccc(C(=O)Nc2nccs2)c1	-2	1	5	1	5	8	28	97	99	0	-0.5
CCOC(=O)c1ccccc1NC(=O)Cn1c(-c2nonc2N)nc2ccccc21	-7	-22	16	-10	-13	25	37	101	104	-2	2.0
Cc1ccc(C(c2nnnn2C2CCCC2)N2CCc3ccccc32)cc1 (stereo unspecified)	-5	-1	5	-7	-2	11	10	100	102	-5	2.3
Brc1ccccc1OCCCN1CCOCC1	-6	-4	32	-3	-3	-9	24	100	97	-1	-1.7
Cc1ccc(S(=O)(=O)Nc2ccc3c(c2)nc2n3CCN(Cc3ccccc3)C2)cc1	2	7	6	3	10	9	25	98	99	1	1.1
Fc1ccccc1NC(=S)N(CCN1CCCCC1)Cc1ccco1	-6	-3	10	-15	-3	-1	13	102	102	-1	-0.4
O=C(NCCc1ccc(Cl)cc1)Nc1ccc(F)cc1	1	-4	8	0	-3	3	14	98	98	0	0.6
Cc1ccc(N=N/C(=C\O)C(=O)c2ccncc2)cc1	-1	-10	10	-7	-5	6	11	101	98	0	0.8
Fc1ccc(NCc2nnc(SCc3nnc(-c4ccccc4)o3)n2Cc2ccccc2)cc1	-2	0	17	-3	0	5	8	96	100	-2	1.9
CCNC(=O)NC(=O)CN(C)c1ccccc1	-4	-9	22	-1	-4	0	12	100	99	-4	0.0
COc1cccc(OCC(O)CN2CCC(Cc3ccccc3)CC2)c1 (stereo unspecified)	-4	-15	11	-9	-13	9	24	99	100	-1	2.4
Cc1ccc(NS(=O)(=O)c2ccc(N/N=C/c3ccncc3)c([N+](=O)[O-])c2)c(C)c1	-4	1	14	-6	1	3	3	101	100	0	0.8

5 structures already listed, ordered by molecular weight, highest first.
SMILES	Bim-Bcl-XL	Bim-Bfl-1	Avidin bead fluor	Bim-Bcl-B	Bcl-2 Bim block	ABCG2 inh	GSH bead fluor	RGS4-Gao reg	RGS7-Gao reg	Bcl-W Bim block	ABCB1 inh
Fc1ccc(NCc2nnc(SCc3nnc(-c4ccccc4)o3)n2Cc2ccccc2)cc1	-2	0	17	-3	0	5	8	96	100	-2	1.9
Fc1ccccc1NC(=S)N(CCN1CCCCC1)Cc1ccco1	-6	-3	10	-15	-3	-1	13	102	102	-1	-0.4
Cc1ccc(C(c2nnnn2C2CCCC2)N2CCc3ccccc32)cc1 (stereo unspecified)	-5	-1	5	-7	-2	11	10	100	102	-5	2.3
Brc1ccccc1OCCCN1CCOCC1	-6	-4	32	-3	-3	-9	24	100	97	-1	-1.7
CCNC(=O)NC(=O)CN(C)c1ccccc1	-4	-9	22	-1	-4	0	12	100	99	-4	0.0

New compounds follow.
SMILES	Bim-Bcl-XL	Bim-Bfl-1	Avidin bead fluor	Bim-Bcl-B	Bcl-2 Bim block	ABCG2 inh	GSH bead fluor	RGS4-Gao reg	RGS7-Gao reg	Bcl-W Bim block	ABCB1 inh
C[C@@H](C(=O)NCC1CC1)[C@@H]1C[C@@]1(C)[C@@H](NC(=O)OCc1ccccc1)c1ccccc1	-3	-1	10	-4	0	13	18	106	102	-1	1.9
COc1ccc(/C=C2\SC(=S)N(C(Cc3ccccc3)C(=O)O)C2=O)cc1 (stereo unspecified)	1	2	11	0	3	0	23	98	98	2	-0.1
COc1ccc(N2C(=O)C3C4C=CC(CC4)C3C2=O)c([N+](=O)[O-])c1 (stereo unspecified)	0	-5	11	-1	-3	3	79	99	100	1	1.1
NC(=O)c1ccsc1NC(=O)COC(=O)C1CCCN1C(=O)c1cccs1 (stereo unspecified)	-9	-6	7	-4	-4	1	68	100	102	-4	0.4

Taken from the results shown for reference:
SMILES	Bim-Bcl-XL	Bim-Bfl-1	Avidin bead fluor	Bim-Bcl-B	Bcl-2 Bim block	ABCG2 inh	GSH bead fluor	RGS4-Gao reg	RGS7-Gao reg	Bcl-W Bim block	ABCB1 inh
COc1ccc(/C=C2\SC(=S)N(C(Cc3ccccc3)C(=O)O)C2=O)cc1 (stereo unspecified)	1	2	11	0	3	0	23	98	98	2	-0.1
COc1ccc(N2C(=O)C3C4C=CC(CC4)C3C2=O)c([N+](=O)[O-])c1 (stereo unspecified)	0	-5	11	-1	-3	3	79	99	100	1	1.1
NC(=O)c1ccsc1NC(=O)COC(=O)C1CCCN1C(=O)c1cccs1 (stereo unspecified)	-9	-6	7	-4	-4	1	68	100	102	-4	0.4
